pCIP destab – p/CIP-EGFP fusion destabilizers, primary screen, fluorescence, F442A cells | Q05BA5 | 16 h | decrease of EGFP signal, % at 10 µM | hit rate 0.01% among 290,000 | AID 1984, 2009;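 active means EGFP signal decrease of at least 30% at 10 µM or well 3 SD below plate mean, unless failing retest; inactive means the rest, including hits failing retest or dose response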; further: some compounds called inactive have numbers as strong as hits; many of its hits are not listed in these tables
GPR7 antagonist – GPR7 receptor antagonists, primary screen, cell-based, fluorescence, single concentration. Neuropeptides B/W receptor type 1 (Homo sapiens), P48145. GPR7-expressing cells, fluorescence antagonist assay. inhibition, % at 4.4 µM. hit rate 1.1% among 290,000. AID 1861, 2009; in the data active means inhibition above about 16%, passing the limit was not always enough;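 further: cells stimulated with the agonist NPW; 0% = agonist with vehicle and 100% = vehicle without agonist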
NALP1 inh – NALP1 inflammasome inhibitors in reconstituted yeast, colorimetric, S. cerevisiae, triplicate retest; hit rate 0.61% among 280,000; S. cerevisiae NALP1/ASC/caspase-1 growth, X-gal OD620, 72 h; inhibition, % at 10 µM; AID 2071, 2009; in the data active means inhibition mostly above about 24%, no sharp cut-off; inactive means mostly below about 32%; further: some compounds called inactive have numbers as strong as hits
PfM18AAP inh – PfM18AAP inhibitors, malaria aminopeptidase, primary screen, biochemical, QFRET, recombinant enzyme. M18 aspartyl aminopeptidase (Plasmodium falciparum 3D7). H-Glu-NHMec fluorogenic cleavage. inhibition, % at 7.35 µM. hit rate 1.2% among 290,000;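 active means inhibition above the campaign mean inhibition over all tested compounds plus 3 SD, cut at about 28% in these data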;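 further: 0% = plate median of test compound wells and 100% = 2 mM ZnCl2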
VIM-2 inh – VIM-2 metallo-beta-lactamase inhibitors, primary screen, biochemical, epi-absorbance readout, Pseudomonas aeruginosa enzyme. AID 1527, 2009. hit rate 0.89% among 290,000. inhibition, % at 5.6 µM. purified VIM-2, nitrocefin hydrolysis, epi-absorbance fluorescence;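 active means inhibition above the mean of all tested compounds plus 3 SD, cutoff set per screening run, cut at about 7.5% in these data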;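 further: red hydrolysis product quenches plate fluorescence so inhibitors raise well fluorescence; 0% = enzyme with DMSO and 100% = DMSO without enzyme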
IMP-1 inh – IMP-1 metallo-beta-lactamase inhibitors, primary screen, biochemical, epi-absorbance readout, Pseudomonas aeruginosa enzyme. AID 1556, 2009. inhibition, % at 5.6 µM. purified IMP-1, nitrocefin hydrolysis, epi-absorbance fluorescence. hit rate 0.45% among 290,000;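 active means inhibition above the mean plus 3 SD of all compounds in the same screening run, cut at about 4.5% in these data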;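 further: 0% = IMP-1 with DMSO and 100% = DMSO wells lacking enzyme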
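Test system: recombinant IMP-1 enzyme, purified / Medium: HEPES buffer pH 7.1 with ZnSO4 and Brij 35 / Doses: single dose, 5.6 µM / Times: 25 °C, 15 min preincubation, 25 min reaction / Detection: Epi-absorbance via hydrolysed-nitrocefin quenching of white-plate fluorescence, 480/530 nm, EDTA stop / Evaluation: percent inhibition from optical density relative to buffer-blank wells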
IDE act – human IDE activators in live cells, primary screen, fluorescence polarization, HEK cells, FAbeta-B substrate; hit rate 0.073% among 340,000; activation, % at 5.96 µM; AID 493087, 2011; FAbeta-B cleavage; 0% vehicle, 100% cell-free pure enzyme wells;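 active means activation above the mean of all tested compounds plus 3 SD, set per screening campaign, cut at about 17% in these data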
Target sequence (P14735 whole entry, looked up): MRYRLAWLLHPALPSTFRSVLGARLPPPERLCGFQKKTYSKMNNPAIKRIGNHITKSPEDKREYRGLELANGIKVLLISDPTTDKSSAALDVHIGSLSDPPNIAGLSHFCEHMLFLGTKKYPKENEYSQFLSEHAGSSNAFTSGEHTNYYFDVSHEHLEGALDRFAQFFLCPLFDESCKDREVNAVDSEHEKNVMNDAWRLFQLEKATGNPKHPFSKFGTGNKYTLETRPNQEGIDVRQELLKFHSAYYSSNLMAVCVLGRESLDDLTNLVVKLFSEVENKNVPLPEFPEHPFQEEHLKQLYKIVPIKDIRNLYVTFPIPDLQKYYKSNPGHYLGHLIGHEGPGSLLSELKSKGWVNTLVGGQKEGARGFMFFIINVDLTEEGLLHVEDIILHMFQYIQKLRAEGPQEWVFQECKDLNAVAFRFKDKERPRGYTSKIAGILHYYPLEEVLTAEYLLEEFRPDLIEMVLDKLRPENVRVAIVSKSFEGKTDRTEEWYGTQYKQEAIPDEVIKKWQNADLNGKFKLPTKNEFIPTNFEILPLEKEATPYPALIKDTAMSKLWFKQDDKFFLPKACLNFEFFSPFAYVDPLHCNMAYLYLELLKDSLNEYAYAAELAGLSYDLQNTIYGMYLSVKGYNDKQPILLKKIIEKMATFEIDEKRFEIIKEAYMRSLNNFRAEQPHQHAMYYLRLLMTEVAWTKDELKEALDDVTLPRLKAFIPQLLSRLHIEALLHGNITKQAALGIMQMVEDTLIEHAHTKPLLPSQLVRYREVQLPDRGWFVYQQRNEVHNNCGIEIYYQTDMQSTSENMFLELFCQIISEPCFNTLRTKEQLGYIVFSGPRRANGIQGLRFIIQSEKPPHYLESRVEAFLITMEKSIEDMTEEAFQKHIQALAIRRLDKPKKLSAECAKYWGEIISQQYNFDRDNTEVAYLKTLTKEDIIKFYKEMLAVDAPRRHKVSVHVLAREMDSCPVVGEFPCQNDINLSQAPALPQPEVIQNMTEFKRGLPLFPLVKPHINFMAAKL
IDE inh – human IDE inhibitors in live cells, primary screen, fluorescence polarization, HEK cells, FAbetaB substrate; inhibition, % at 5.59 µM; FAbetaB cleavage; hit rate 0.41% among 320,000; Insulin-degrading enzyme (Homo sapiens), P14735;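 active means percent inhibition above the average of all tested compounds plus 3 SD, set per screening campaign, cut at about 16% in these data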;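 further: IDE supplied by intact live HEK cells; FP after avidin binding of uncleaved biotin substrate so inhibition keeps polarization high; 0% = DMSO wells and 100% = 60 µM reference IDE inhibitor Ii1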
PHOSPHO1 inh – PubChem AID 1565. Phosphoethanolamine/phosphocholine phosphatase (Homo sapiens), Q8TCT1. recombinant PHOSPHO1, absorbance phosphatase assay. hit rate 1.1% among 290,000. inhibition, % at 13.3 µM; in the data active means inhibition above about 60%
* marks the source's active call; other numbers are inactive results; . = not tested or not shown. An unsorted share of the library (roughly 5.3% active in at least one column).

pCIP destab	GPR7 antagonist	NALP1 inh	PfM18AAP inh	VIM-2 inh	IMP-1 inh	IDE act	IDE inh	PHOSPHO1 inh	mol
-6	27	35	-7	-2.0	0.0	.	.	16	COC(=O)[C@@]1(Cc2ccc(OC)cc2)[C@H]2c3cc(C(=O)N4CCCC4)n(Cc4ccc(C)o4)c3C[C@H]2CN1C(=O)c1ccccc1
6	12	6	0	-2.7	-1.4	1	2	26	Cc1cccc(CCN(C(=O)c2csnn2)C(C(=O)NC2CCCC2)c2ccco2)c1 (configuration not stated)
2	-9	11	1	-1.2	-9.2	-2	2	-7	O=C(Cc1c(F)cccc1Cl)Nc1ccncc1
-8	15	8	2	-2.4	-4.2	1	-1	36	c1ccc(COC(CN2CCCCCC2)CN2CCCCCC2)cc1
-3	1	1	3	-2.6	-2.0	5	-10	44	COc1ccc(C)cc1NC(=S)N1CCN(c2ncccn2)CC1
-9	-12	14	-10	-3.2	-1.0	6	-3	35	CN(C)c1ccc(NC(=O)CCN2CCN(c3ccccn3)CC2)cc1
-7	-6	25	-3	-2.6	-0.8	0	1	39	CCC(=O)Nc1c(-c2ccccc2Cl)c(=O)c2ccccc2n1C
-1	9	25	1	3.1	-0.6	2	-5	23	Cc1ccc2c(c1)c1c3n2CCN(C(=O)CN2CCN(C)CC2)C3CCC1 (configuration not stated)
4	1	.	-7	-3.5	-4.2	0	4	-6	O=C(CSC(=S)N1CCOCC1)Nc1ncc2c(n1)CC(c1ccco1)CC2=O (configuration not stated)
-9	-6	2	-10	0.6	-0.5	-1	3	17	CCCN(CC1CCCO1)C(=O)CCc1nnc(CCc2ccc(OC)cc2)o1 (configuration not stated)
-13	1	.	-4	-3.2	-4.0	-1	4	5	CNC(=O)c1nc[nH]c1C(=O)NC
0	-3	22	-5	-0.9	-2.5	-2	3	12	CCOC(=O)CCP(=O)(O)C(C)(O)c1ccccc1 (configuration not stated)
-3	1	6	-5	-1.9	-1.2	0	-1	19	Cc1ccccc1NC(=O)Cc1c[nH]c2ccccc12
3	-9	1	2	-3.4	-3.8	8	5	36	O=C(COc1ccc(Cl)cc1)NNC(=O)c1ccccn1
-17	-9	31	1	-1.0	-2.2	7	-4	26	O=C(CC(=O)NC1CCCCC1)N/N=C/c1cccc2ccccc12
-8	-3	23	11	-1.9	-0.6	4	-5	11	Cc1cc(C(=O)CN2C(=O)NC3(CCCC3)C2=O)c(C)n1-c1ccc2c(c1)OCO2
7	-14	21	-3	-3.7	-2.1	3	6	-2	OC1(C(F)(F)F)CC(O)(C(F)(F)F)n2nc(-c3ccccc3)cc2N1 (configuration not stated)
2	-7	9	1	-4.1	-4.5	1	4	2	COC(=O)CN(C#N)c1nc(C)cc(C)n1
-16	4	20	6	2.8	0.0	0	6	34	O=C(COC(=O)c1cccnc1Nc1cccc(C(F)(F)F)c1)NCc1ccc2c(c1)OCO2
-7	-2	-1	-5	-1.2	0.6	9	-1	60*	CCOC(=O)N1CCN(CC(=O)Nc2ccc(F)cc2)CC1
4	0	4	-6	-1.8	-0.7	20*	0	-6	CC(=O)Nc1ccc(N2S(=O)(=O)c3ccccc3S2(=O)=O)cc1
6	3	4	-4	1.4	-1.8	-2	2	18	COc1ccccc1CCNS(=O)(=O)c1cc2c3c(c1)C(C)C(=O)N3CCC2 (configuration not stated)
-6	15	10	-1	0.0	-1.1	9	7	-9	COc1ccc(-n2c(Cc3cccn3C)nnc2SCC(=O)NCc2ccco2)cc1
1	8	-7	-54	1.1	-2.9	2	-5	-3	CCOc1ccc(N2C(=O)CC(Sc3nc(C)cc(C)c3C#N)C2=O)cc1 (configuration not stated)
10	-16	15	-12	-1.7	-2.7	5	-5	8	CCc1ccc(C(=O)Nc2ccc3c(c2)n(C)c(=O)n3C)cc1
-4	-4	17	-7	-5.6	-2.6	1	-4	33	COc1ccc(NC(=O)NNC(=O)COc2ccc(Cl)cc2C)cc1OC
-6	-5	5	15	-4.8	-4.8	2	2	-2	COc1ccc(OCC(=O)NNC(=S)NC(=O)c2ccc(Br)o2)cc1
4	-7	0	7	-2.3	-3.6	2	7	-23	COc1cc2c(cc1OC)CN(C(=O)CSc1nc(C)cc(C)c1C#N)CC2
-7	-14	13	-19	-2.4	-2.0	2	0	26	COc1ccc(C2(CNC(=O)/C=C/c3ccco3)CCCC2)cc1OC
-8	11	11	1	-4.3	-0.6	-6	5	33	CCOc1ccccc1Nc1ccnc2cc(Cl)ccc12

Single records, from the list above. Order of values: pCIP destab	GPR7 antagonist	NALP1 inh	PfM18AAP inh	VIM-2 inh	IMP-1 inh	IDE act	IDE inh	PHOSPHO1 inh
Record of CNC(=O)c1nc[nH]c1C(=O)NC → -13	1	.	-4	-3.2	-4.0	-1	4	5
Record of CCOc1ccccc1Nc1ccnc2cc(Cl)ccc12 → -8	11	11	1	-4.3	-0.6	-6	5	33
Record of COc1ccccc1CCNS(=O)(=O)c1cc2c3c(c1)C(C)C(=O)N3CCC2 (configuration not stated) → 6	3	4	-4	1.4	-1.8	-2	2	18

Some of the entries so far, with each value named.
> COc1ccccc1CCNS(=O)(=O)c1cc2c3c(c1)C(C)C(=O)N3CCC2 (configuration not stated)
  pCIP destab = 6
  GPR7 antagonist = 3
  NALP1 inh = 4
  PfM18AAP inh = -4
  VIM-2 inh = 1.4
  IMP-1 inh = -1.8
  IDE act = -2
  IDE inh = 2
  PHOSPHO1 inh = 18

> COc1ccc(-n2c(Cc3cccn3C)nnc2SCC(=O)NCc2ccco2)cc1
  pCIP destab = -6
  GPR7 antagonist = 15
  NALP1 inh = 10
  PfM18AAP inh = -1
  VIM-2 inh = 0.0
  IMP-1 inh = -1.1
  IDE act = 9
  IDE inh = 7
  PHOSPHO1 inh = -9

> CCOc1ccc(N2C(=O)CC(Sc3nc(C)cc(C)c3C#N)C2=O)cc1 (configuration not stated)
  pCIP destab = 1
  GPR7 antagonist = 8
  NALP1 inh = -7
  PfM18AAP inh = -54
  VIM-2 inh = 1.1
  IMP-1 inh = -2.9
  IDE act = 2
  IDE inh = -5
  PHOSPHO1 inh = -3

Next entries follow:
pCIP destab	GPR7 antagonist	NALP1 inh	PfM18AAP inh	VIM-2 inh	IMP-1 inh	IDE act	IDE inh	PHOSPHO1 inh	mol
-1	-5	21	3	-3.7	-3.7	-1	-1	6	Cc1sc2nc(CSCC(=O)Nc3ccc(N4CCOCC4)cc3)[nH]c(=O)c2c1C
-8	-8	21	-11	0.2	-2.2	0	-3	29	O=C(COc1cccc(C(F)(F)F)c1)Nc1ccc2[nH]ncc2c1
-3	-16	4	2	0.8	-0.1	3	-10	4	O=C(NCCN1CCOCC1)c1cc2c(=O)n3ccccc3nc2n1Cc1ccccc1
-1	-8	-4	-1	-2.0	-1.0	4	1	32	O=C(c1ccccc1)n1c(=O)c(F)cn(COCCBr)c1=O
8	-2	25	-5	0.7	0.5	-1	.	.	Cc1oncc1C(=O)Nc1ccc2ccccc2c1
6	7	5	-2	-1.6	-2.0	7	-2	7	O=C(CCN1C(=O)c2ccccc2C1=O)NCCN1CCOCC1
-3	4	10	-3	-1.1	-0.8	0	-2	27	FC(F)(F)c1cccc(Cc2noc(CN3CCSCC3)n2)c1
3	19	23	6	0.3	0.2	0	-1	36	Cc1nccn1Cc1ccccc1
-50	-3	-6	43*	-2.0	-3.7	-6	-4	6	Cc1cc(C)nc(NNC2=CC(=O)CC(C)(C)C2)n1
-4	-6	-1	7	-1.4	-2.3	4	3	23	CC1CCN(C(=O)C(=O)c2cn(CC(=O)N3CCCC3)c3ccccc23)CC1
3	-8	17	-2	-3.9	-5.6	2	-4	34	CC(C)(C)c1ccc(C(=O)Nc2cccnc2)cc1
-1	-8	11	-11	-1.0	1.4	0	.	-1	O=C(Nc1cccc([N+](=O)[O-])c1)C1C2CCCCC21 (configuration not stated)
-9	-11	-14	2	-2.2	-3.6	2	0	16	CC(C)(C)C1CCc2onc(C(=O)NC3CCCC3)c2C1 (configuration not stated)
12	-3	17	3	-2.6	-2.8	0	-1	3	O=C(CNC(=O)C1CCCCC1)NCCCO
6	0	-15	2	-3.3	-1.9	6	-1	22	O=C(NN=C1CCCCCCC1)c1ccc2ccccc2n1
-15	-2	-7	11	-1.5	-3.2	-1	2	37	NNc1nc(Nc2ccccc2)nc(Nc2ccccc2)n1
4	-14	1	1	5.3	-2.2	-1	2	14	Cc1ccc(Cl)c(N/C=C/C(=O)c2ccccc2)c1
-6	2	10	34*	-1.6	-0.1	2	-3	-7	CCC(C)n1ncn(-c2ccc(N3CCN(c4ccc(O)cc4)CC3)cc2)c1=O (configuration not stated)
-18	0	24	1	-3.1	-2.4	-2	-1	43	CNc1c(NS(=O)(=O)c2cc(Cl)ccc2OC)c(=O)oc2ccccc12
3	-9	10	13	-5.0	-4.4	-6	0	12	CC(=O)Nc1ccc(S(=O)(=O)N(C)CC(=O)OCC(=O)N2CCc3ccccc32)cc1
4	-4	-10	-5	-3.9	-2.9	-4	-1	100*	Cc1ccccc1C(=O)NNC(=S)NC(=O)c1ccc(Cl)cc1Cl
-2	-5	15	0	-2.4	-3.4	4	2	33	Cc1ccccc1N1CCN(C2CCCN(C(=O)c3ccccn3)C2)CC1 (configuration not stated)
-3	.	.	.	.	.	6	0	26	CCCCC1=CC2=C(c3ccco3)C(=O)C(C)(OC(=O)c3ccc(OC)cc3)C(=O)C2=CN1C1CC1 (configuration not stated)
-14	3	36	0	-2.3	-1.9	1	3	-2	O=C(c1ccc(N2CCOCC2)cc1)c1cccs1
-15	-2	10	-4	-3.4	-2.7	-2	-2	-10	O=C(O)c1cc(-c2cccc(Cl)c2)nc2nc(N3CCCCC3)sc12

PfM18AAP inh: hit marks shown above
pCIP destab	GPR7 antagonist	NALP1 inh	PfM18AAP inh	VIM-2 inh	IMP-1 inh	IDE act	IDE inh	PHOSPHO1 inh	mol
-50	-3	-6	43*	-2.0	-3.7	-6	-4	6	Cc1cc(C)nc(NNC2=CC(=O)CC(C)(C)C2)n1
-6	2	10	34*	-1.6	-0.1	2	-3	-7	CCC(C)n1ncn(-c2ccc(N3CCN(c4ccc(O)cc4)CC3)cc2)c1=O (configuration not stated)

Compound activity (PubChem)
